TRPM1 prom inh: inhibitors of MITF-dependent TRPM1 promoter reporter, primary screen, cell-based, SK-MEL-5, single point, luciferase | hit rate 0.83% among 330,000 | AID 488899, 2010 | inhibition, % at 12.5 µM | SK-MEL-5 TRPM1 promoter luciferase, 24 h;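 active = mean inhibition across replicates of 60% or more, whatever share of single replicates reaches that level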; note: values of inactives mirror those of a sister screen read the other way
TWEAK-Fn14 inh: inhibitors of TWEAK-Fn14 signaling, primary screen, luciferase reporter cells, uHTS; TWEAK-stimulated Fn14 reporter cells, luciferase luminescence, 8 h; inhibition, % at 10 µM; hit rate 2% among 360,000; in the data active = inhibition above about 50%
HIF-2a inh: HIF-2a reporter inhibitors, primary screen, luminescence, 786-0 RCC cells; 786-0 RCC cells HIF-2a reporter, luciferase luminescence, overnight; inhibition, % at 18.8 µM; AID 624352, 2012; hit rate 0.72% among 360,000;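 active = inhibition of the luminescence signal of 40% or more relative to plate controls, in a single-dose primary screen at 18.75 µM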
TROY NFkB inh: inhibitors of TROY-driven NF-kB signaling, primary screen, Q293 LMP1-TROYcd cells, NF-kB luciferase, uHTS; inhibition, % at 10 µM; AID 1347056, 2019; Q293 LMP1-TROYcd NF-kB luciferase reporter, 4 h; hit rate 0.98% among 360,000;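 active = compounds whose plate-normalised and pattern-corrected inhibition of the luciferase reporter signal at the single screening dose is 50% or more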
CF NFkB inh: inhibitors of PAF-induced NF-kB signaling, primary screen, cell-based, GFP fluorescence, uHTS | hit rate 0.86% among 360,000 | inhibition, % at 5 µM | KKLEB NF-kB-GFP reporter, GFP fluorescence overnight;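 active = at least 50% inhibition at 5 µM, scaled per plate between neutral and stimulator controls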;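 note: PAF is a Pseudomonas aeruginosa culture filtrate used as stimulus; plate controls were PAF-stimulated DMSO wells for no effect and unstimulated DMSO wells for full effect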
C8 TRAIL sens: viability loss with TRAIL in NB7+C8 cells, primary screen, TRAIL sensitizer project, cell-based, ATPlite luminescence. inhibition (viability loss, TRAIL sensitization), % at 10 µM. hit rate 1% among 360,000. AID 624354, 2012;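 active = compounds causing at least 50% loss of cell viability in the single-dose screen, relative to plate controls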
KKLEB cytotox: cytotoxicity in KKLEB CF airway cells, primary screen, cytotoxicity control for CF NF-kB inhibitor project, cell-based, uHTS, fluorescence assay plates. hit rate 0.36% among 360,000. KKLEB CF airway cells viability, ATPlite luminescence, overnight; stronger effect = lower value; cells stimulated with P. aeruginosa culture filtrate. activity change (cytotoxicity), % at 5 µM;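 active = corrected activity change at or below -50% at 5 µM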
NR2E3 ag-1: inhibitors of NR2E3-RetCOR corepressor binding, primary screen, NR2E3 agonist project, biochemical, TR-FRET, GST-NR2E3, biotin-RetCOR. Photoreceptor-specific nuclear receptor (Homo sapiens), Q9Y5X4. 1536-well. inhibition of corepressor binding, % at 4.78 µM. hit rate 0.12% among 320,000. AID 2300, 2010;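 active = percent inhibition above the cutoff of mean plus 3 SD of all tested compounds, set per screening campaign, cut at about 20% in these data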;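 note: 0% = DMSO wells and 100% = biotin wells as full block of FRET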
Target sequence (Q9Y5X4 whole entry, looked up): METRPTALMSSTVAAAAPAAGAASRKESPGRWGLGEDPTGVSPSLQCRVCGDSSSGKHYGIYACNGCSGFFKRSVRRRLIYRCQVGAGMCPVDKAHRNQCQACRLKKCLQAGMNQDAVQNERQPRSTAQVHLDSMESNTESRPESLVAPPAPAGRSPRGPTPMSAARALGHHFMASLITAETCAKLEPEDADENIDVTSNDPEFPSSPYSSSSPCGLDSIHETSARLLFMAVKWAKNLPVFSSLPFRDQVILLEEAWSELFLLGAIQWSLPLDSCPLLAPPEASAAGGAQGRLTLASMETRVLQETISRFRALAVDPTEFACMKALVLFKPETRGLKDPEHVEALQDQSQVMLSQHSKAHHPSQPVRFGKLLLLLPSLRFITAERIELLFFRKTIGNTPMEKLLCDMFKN
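Material: NR2E3–RetCOR corepressor complex / Amount: 1.35 nM GST-NR2E3 / Medium: Tris pH 7.5 / Compound: single nominal compound dose of 4.8 µM / Incubation: 5 h at 4 °C / Technique: TR-FRET, Eu(K)-anti-GST donor, streptavidin-D2 acceptor, ex 340, em 617/671 nm / Read-out basis: percent loss of FRET ratio relative to control wells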
Shn3 3UTR inh: reduction of Shn3 3'UTR firefly luciferase signal, primary screen, Schnurri-3 inhibitor project, cell-based, Clone20 osteoblasts, set 2; inhibition, % at 12.5 µM; Clone20 osteoblast Shn3 3'UTR firefly luciferase, 24 h; hit rate 0.52% among 360,000;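 active = mean inhibition of at least 75% with every replicate also reaching 75%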;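 note: 0% = median of neutral control wells and 100% = pilot-screen positive control compound; some compounds past the cut are filed as inactive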
NR2E3 ag-2: NR2E3 agonists in two-hybrid cells, primary screen, cell-based, luminescence, CHO-S, Gal4-NCOR/VP16-NR2E3. luciferase. inhibition of corepressor binding, % at 3.98 µM. hit rate 0.35% among 360,000. AID 602229, 2012;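 active = inhibition above the mean of all tested compounds plus 3 SD, cut at about 70% in these data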;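 note: 0% = DMSO with NR2E3 transfected cells and 100% = cells lacking NR2E3 construct; higher means lower luciferase signal from less NR2E3 corepressor binding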
Peg3 promoter: Peg3 promoter-driven luciferase inhibitors, primary screen, cell-based, HeLa, luciferase luminescence; HeLa PEG-Prom luciferase reporter, overnight; inhibition, % at 20 µM; hit rate 1.7% among 360,000; AID 588405, 2011;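 active = inhibition of at least 50% at 20 µM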
An asterisk follows results filed as active; · = no result given. Some of the compounds tested; the hit share may differ from the screen's.

SMILES	TRPM1 prom inh	TWEAK-Fn14 inh	HIF-2a inh	TROY NFkB inh	CF NFkB inh	C8 TRAIL sens	KKLEB cytotox	NR2E3 ag-1	Shn3 3UTR inh	NR2E3 ag-2	Peg3 promoter
Cc1nc2ccc(NC(=O)COc3cccc(F)c3)cc2s1	-8	-4	-59	-8	-9	1	14	-1	-15	-18	-49
O=c1cc(-c2ccc(O)cc2)oc2c(C3O[C@H](CO)[C@@H](O)[C@H](O)[C@H]3O)c(O)cc(O)c12 (stereo partly drawn)	-1	3	-1	2	10	-7	-16	-2	0	-9	4
Oc1ccccc1N1CCN(C(c2ccccc2)c2ccccc2)CC1	-10	31	13	20	8	-20	-1	1	4	-15	31
O=C(CCNS(=O)(=O)c1ccccc1F)N1CCN(Cc2ccccc2)CC1	3	-9	-2	-4	-1	-5	-3	3	-26	5	12
c1csc(C2C3=C(Nc4ncnn42)c2ccccc2OC3)c1 (stereo not drawn)	10	17	3	-3	-13	4	-6	0	·	9	16
C=C(C)Cn1c(CN(C)Cc2ccccc2)nc2c1c(=O)n(C)c(=O)n2C	6	-12	15	11	5	-7	-6	0	68	15	11
O=C(NCc1ccccc1)c1cccnc1Sc1ccccc1	6	-6	7	-18	42	-4	-13	0	1	10	10
O=C(CSc1ncc(-c2ccccc2)[nH]1)Nc1ccccc1	11	-2	-2	2	0	-15	6	3	12	2	-29
COc1ccc(S(=O)(=O)Nc2ccc3c(c2)N(C(C)=O)CCC3)cc1OC	4	9	-6	2	2	10	4	6	8	10	-23
CCOc1ccc(NC(=O)N[C@@H](CCSC)C(=O)OC)cc1	0	18	5	3	-3	1	0	5	-3	4	5
Cc1ccccc1CNC(=O)Cc1ccccc1[N+](=O)[O-]	-32	13	-123	-46	12	9	2	-1	-20	-19	-112
CCOc1ccc(CN2CCC(Cc3ccccc3)CC2)cc1	15	8	20	11	18	4	-3	0	-3	14	5

Reprinted from the entries so far for reference:
SMILES	TRPM1 prom inh	TWEAK-Fn14 inh	HIF-2a inh	TROY NFkB inh	CF NFkB inh	C8 TRAIL sens	KKLEB cytotox	NR2E3 ag-1	Shn3 3UTR inh	NR2E3 ag-2	Peg3 promoter
c1csc(C2C3=C(Nc4ncnn42)c2ccccc2OC3)c1 (stereo not drawn)	10	17	3	-3	-13	4	-6	0	·	9	16
C=C(C)Cn1c(CN(C)Cc2ccccc2)nc2c1c(=O)n(C)c(=O)n2C	6	-12	15	11	5	-7	-6	0	68	15	11
O=C(NCc1ccccc1)c1cccnc1Sc1ccccc1	6	-6	7	-18	42	-4	-13	0	1	10	10
O=C(CSc1ncc(-c2ccccc2)[nH]1)Nc1ccccc1	11	-2	-2	2	0	-15	6	3	12	2	-29
COc1ccc(S(=O)(=O)Nc2ccc3c(c2)N(C(C)=O)CCC3)cc1OC	4	9	-6	2	2	10	4	6	8	10	-23
CCOc1ccc(NC(=O)N[C@@H](CCSC)C(=O)OC)cc1	0	18	5	3	-3	1	0	5	-3	4	5
Cc1ccccc1CNC(=O)Cc1ccccc1[N+](=O)[O-]	-32	13	-123	-46	12	9	2	-1	-20	-19	-112
CCOc1ccc(CN2CCC(Cc3ccccc3)CC2)cc1	15	8	20	11	18	4	-3	0	-3	14	5

More records follow:
SMILES	TRPM1 prom inh	TWEAK-Fn14 inh	HIF-2a inh	TROY NFkB inh	CF NFkB inh	C8 TRAIL sens	KKLEB cytotox	NR2E3 ag-1	Shn3 3UTR inh	NR2E3 ag-2	Peg3 promoter
CCc1nc2ccc(C(=O)N(C)Cc3ccccc3)cn2c1N(C)Cc1ccc(OC)cc1	·	-12	10	2	42	7	-37	·	3	7	3
CCCN1C2CCCC1CC(NC(=O)c1ccccc1F)C2 (stereo not drawn)	5	-3	6	11	0	-18	-3	4	-6	11	4
Cc1ccc(C(=O)NCC(=O)OCC(=O)N(CC(C)C)c2c(N)n(Cc3ccccc3)c(=O)[nH]c2=O)cc1	-6	3	-31	-9	8	1	-1	2	-10	12	-13
CC(=O)Nc1ccc(C(=O)OCC(=O)NCc2ccccc2)cc1	6	21	14	3	20	3	-9	-3	10	-4	26
CCOC(=O)c1ccc2nc(CCC(=O)N[C@H](C(=O)OC)C(C)C)c(=O)n(CC)c2c1	-4	26	-1	-18	-3	-6	4	2	-29	-5	14
Cc1cc(C)nc(SCc2nc(N)nc(-c3ccccc3O)n2)n1	8	34	9	-2	35	7	-10	0	-12	-5	21
O=[N+]([O-])c1c(NCCO)cc(N2CCN(Cc3ccc4c(c3)OCO4)CC2)c2nonc12	12	-50	6	15	-2	37	3	1	13	-18	13
c1ccc(-c2cn(-c3ccccc3)c3ncnc(N4CCCCC4)c23)cc1	3	17	26	29	27	14	-14	-2	6	0	40
C=CCn1cnc2scc(-c3ccc(C)c(C)c3)c2c1=O	-6	41	31	23	6	3	2	2	-6	17	24
COC(=O)c1ccc2c(=O)n(NC(C)=O)c(=S)[nH]c2c1	-3	16	-4	4	-32	-1	-8	5	-29	6	6
Cc1ccc(-n2ncc3c2CCCC3NC(=O)CSc2ccccn2)cc1C (stereo not drawn)	-7	10	-5	14	-2	-3	2	1	18	40	15
CCn1c(-c2ccccc2)csc1=Nc1ccc(O)cc1	-60	-14	-218	-44	3	17	1	2	-87	-82	-288
Cn1cccc1/C=N/NC(=O)c1cccnc1	-1	4	-16	-9	-10	-2	4	-2	7	-15	-12
O=C1C2CCc3ccccc3C2N1c1ccccc1 (stereo not drawn)	-7	1	-1	0	0	0	-4	0	0	3	0
Cc1cc(S(=O)(=O)NCc2ccc(S(N)(=O)=O)cc2)c(C)s1	2	-5	9	-16	4	-4	6	-1	7	-8	20
CCN(CC)CCNc1nc(-n2nc(C)cc2C)nc2sc3c(c12)CC(C)(C)OC3	20	-5	-89	3	13	-1	-16	-1	-8	-26	3
CC(=O)N1CCN(CC(=O)Nc2ccccc2C(=O)NCc2ccc(C)cc2)CC1	7	-5	8	7	-1	-2	9	-1	13	1	4
COc1ccc(NC(=O)CSc2nnc(C(C)C)n2N)cc1	-3	1	15	11	3	2	8	1	3	-11	7
O=S(=O)(Nc1nc2ccccc2nc1N1CCN(c2ccccn2)CC1)c1ccc(Cl)cc1	15	-25	-137	-10	22	-2	29	·	-25	20	-28
O=C(NCC1CCCO1)c1cc2c(s1)CCC2 (stereo not drawn)	-15	-5	-184	-38	-6	-7	3	4	-26	-65	-102
Cc1c(C(=O)c2ccccc2)c(=O)n(C)c(=O)n1C	-7	-8	4	4	3	20	9	-3	9	-33	0
COc1ccc2c(C#N)c3ccccn3c2c1	0	28	-4	-12	14	6	-6	-5	15	-39	-23
Cc1ccc(NC(=O)c2cc(NC(=O)c3ccccc3C(=O)O)ccc2N2CCCCC2)cc1	11	-15	10	-21	2	-1	-15	-1	-4	1	15
COc1cccc(OC)c1OCCN1CCCC1	1	11	16	11	2	10	-1	-2	-6	-7	4
O=C(CN1C(=O)c2cccc3cccc(c23)C1=O)N1CCCCC1	-1	-19	-1	-12	11	0	4	1	-16	-7	4
COc1ccc(OC)c(-c2nn(-c3ccccc3)cc2C(=O)N2CCc3ccccc3C2)c1	35	-2	15	8	-1	-10	0	-3	-11	-4	12
CCOC(=O)c1c(NC(=O)CN2CCOCC2)sc(C(=O)NC)c1C	3	22	18	0	-2	2	-25	-2	-5	-11	-1
CC1(C)CC[C@]2(C(=O)O)CC[C@]3(C)C(=CCC4[C@]56CC[C@@](O)(OC5)C(C)(C)C6CC[C@]43C)C2C1 (stereo partly drawn)	·	23	13	65*	28	-15	4	·	20	-17	7
CCOC(=O)[C@@H]1[C@H]2COc3ccccc3[C@@H]2N2C(=O)N(c3ccccc3)C(=O)[C@@]12C	-6	3	10	-6	-11	2	0	1	-16	14	-1
COc1cc(S(=O)(=O)N2CCN(c3ccccc3F)CC2)ccc1Cl	-6	7	5	2	2	-9	-7	1	13	-4	8
CCOc1ccc(NC(=O)CN(C)S(=O)(=O)c2ccc(-c3ccc(=O)[nH]n3)s2)cc1	-3	-14	4	-13	0	-15	-18	-2	1	-26	-4
CC(C)n1c(NCc2c[nH]c3ccccc23)nc2ccccc21	-4	-10	-26	0	12	6	-11	4	7	-16	-15
CC(C)OC(=O)NCCOC(=O)Nc1ccc(Cl)cc1	-15	4	-32	-54	5	-1	-9	-2	15	-18	-13
CCOC(=O)Cn1nc(NC(=O)c2ccc(C(=O)OC)cc2)cc1C	-12	-6	-2	-28	-14	16	10	0	-3	-13	-15
COc1ccc(NC(=O)c2cc(-c3ccc(C)c(C)c3O)n[nH]2)cc1Cl	-22	15	-4	43	9	-6	0	-2	13	-2	-5
CCSc1nc(N)nc(-c2cccs2)c1C#N	-30	-15	-245	-68	2	11	-1	4	-23	-52	-167
COc1ccc(N[C@@H]2CCN3C(=O)c4ccccc4[C@@H]3C[C@H]2O)cc1	-5	7	-6	-7	-5	-3	6	·	31	-6	-11
COc1ccc(C(=O)NC(C)c2ccc(-n3ccnc3)cc2)c(OC)c1 (stereo not drawn)	18	8	8	10	-54	2	15	0	14	6	-34
COCCN(Cc1ccccc1)C(=O)c1cc(S(=O)(=O)N2CCCCCC2)ccc1OC	-3	-6	4	-10	8	3	-5	4	8	-11	8
CN(C)CCCNC(=O)c1cc(C(=O)c2ccccc2)c[nH]1	-4	-1	4	-1	-5	3	10	6	-5	-2	0
Cc1nn(CC(=O)NCc2cccnc2)c(=O)c2ccccc12	-3	-3	4	-8	6	-6	-1	1	19	-16	10
CCCNC(=O)c1ccc(Cn2c(=S)[nH]c3c([nH]c4ccc(OC)cc43)c2=O)cc1	-10	-44	9	-31	-20	-11	9	-2	7	2	15
CC1(C)N=C(c2ccc(Cl)cc2)C(=O)N1	7	-3	16	-5	13	3	0	0	-29	-10	14
COc1cccc(/C(O)=C2/C(=O)C(=O)N(CCN3CCOCC3)C2c2cccs2)c1 (stereo not drawn)	-1	4	-48	-20	-10	-2	1	0	-9	-5	-11
COc1ccc(NC(=O)CCNC(=O)c2ccccc2Cl)cc1OC	4	-2	-6	11	-3	-7	-4	-1	-1	-21	14

Screening results (PubChem BioAssay)
